DRD3 agonist – agonists of human D3 dopamine receptor; hit rate 0.58% among 410,000; max activation, %; D3R DiscoveRx beta-arrestin cells, luminescence, 90 min; P35462; AID 652048; in the data active = max activation above about 30%; note: 0% is about no effect; mostly tested at two doses, the higher about 12 µM
Target sequence (P35462 whole entry, looked up): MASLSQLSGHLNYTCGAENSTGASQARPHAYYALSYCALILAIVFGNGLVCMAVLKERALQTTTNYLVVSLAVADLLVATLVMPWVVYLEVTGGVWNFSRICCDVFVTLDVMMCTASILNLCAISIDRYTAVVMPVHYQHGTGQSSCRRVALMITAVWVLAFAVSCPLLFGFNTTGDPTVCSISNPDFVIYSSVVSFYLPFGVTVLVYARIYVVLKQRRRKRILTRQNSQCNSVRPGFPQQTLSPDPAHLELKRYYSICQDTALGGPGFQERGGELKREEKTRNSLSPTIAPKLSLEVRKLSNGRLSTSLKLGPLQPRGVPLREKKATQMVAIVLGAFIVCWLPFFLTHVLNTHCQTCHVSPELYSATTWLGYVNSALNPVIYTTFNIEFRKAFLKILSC
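Cells at 1500/well, incubated overnight, then treated with pinned compounds (dopamine as control) for 90 min at 37 degrees C. DiscoveRx reagent added for 30 - 60 minutes at room temperature; luminescence read.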
Abeta yeast res – A-beta toxicity reversal in yeast. hit rate 0.063% among 410,000. AID 1347071. yeast expressing A-beta42, growth rescue, OD600, 48 h; response scale: 0% DMSO, 100% iron-clioquinol control. Potency, µM (series often up to 46.1 µM), without a hit: top-dose growth rescue, most hits filed as activators; note: potency is the fitted concentration of half-maximal effect; nearly all actives have a fitted effect of over 55% in size
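Yeast growth medium received pinned compounds, then yeast cells expressing toxic A-beta were added; plates incubated at 30 C for 48 hr. Growth read as absorbance at 600 nm, normalized to DMSO and equimolar FeCl3 plus clioquinol controls.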
FUS suppressor – FUS proteinopathy suppression in yeast | S. cerevisiae FUS-expressing, growth rescue, OD600, 24 h | Potency, µM (highest dose often 76.6 µM), inactives show top-dose growth rescue (activation), usual class: activators | hit rate 0.24% among 390,000;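 note: potency is the fitted concentration of half-maximal effect; plate controls were DMSO vehicle for no effect and reference control for full effect; nearly all actives have a fitted effect of over 55% in size; some results filed as inactive show a strong effect at the top dose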
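Yeast FUS proteinopathy model; galactose-induced FUS (2%), starting OD 0.005. Cpds in dilution series, 24hr, 30C, 99% humidity. Abs 600 nm growth. Pos ctrl CP55940 (top 92uM final); neg ctrl DMSO.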
TDP43 rescue – rescues yeast growth from TDP-43 toxicity; TDP-43 expressing yeast growth rescue, BacTiter-Glo, 24 h; Potency, µM (highest dose often 46.1 µM), for inactives: at the highest dose growth rescue (activation), usual class: activators; hit rate 1.8% among 410,000; AID 652104; note: potency is the fitted concentration of half-maximal effect; % of control where 0% means no effect; nearly all actives have a fitted effect of over 50% in size
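Growth rescue of TDP-43-toxic yeast measured as ATP luminescence (BacTiter-Glo). Cells grown to mid-log in raffinose, induced in galactose at OD600=0.02, exposed to compound 24 hr at 30 deg C.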
aSyn rescue – rescues yeast growth from alpha-synuclein toxicity. Potency, µM (doses to about 46.1 µM), for the others: at the highest dose growth rescue (activation), hits mostly activators. hit rate 0.14% among 370,000. Yeast expressing alpha-synuclein, growth rescue, BacTiter-Glo, 24 h; note: potency is the fitted concentration of half-maximal effect; % of control where 0% means no effect; nearly all actives have a fitted effect of over 65% in size
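Readout is rescue of growth in alpha-synuclein-expressing yeast, so inhibitors of toxicity appear as activators. Growth after 24 hr at 30 deg C in galactose medium is quantified by luminescence.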
EPAC2 ag – agonists of human EPAC2 (RAPGEF4); EPAC2 activation, biochemical qHTS; response scale: 100% = 6.5 mM cAMP response; Potency, µM (top dose mostly 154 µM), for inactives: at the highest dose activation, usual class: activators; hit rate 0.079% among 360,000; note: potency is the fitted concentration of half-maximal effect; nearly all actives have a fitted effect of over 50% in size
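EPAC2 (100 nM) mixed with Rap1B loaded with BODIPY-GDP (250 nM) plus 50 uM unlabeled GDP; compounds pinned in, 5 min RT, then read every 5 min for 30 min (ex 480, em 540 nm). Normalized to cAMP control.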
DRD3 antagonist – blocks the human D3 dopamine receptor; AID 652054; D3R cells, DiscoveRx beta-arrestin luminescence, antagonist mode; hits give low values; hit rate 2.5% among 360,000; max response, negative = inhibition, %; P35462; in the data active = max response below about -50%; inconclusive = no clear call, values can overlap the other calls; note: % is set by controls: 0 for no effect and ±100 for the full control effect; mostly tested at two doses, the higher about 12 µM
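Cells plated overnight at 1500 cells/well, then exposed to library compounds with dopamine controls for 90 minutes at 37 degrees C. DiscoveRx reagent added for 30–60 minutes at room temperature; luminescence read, quantitative HTS format.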
EPAC2 antag – antagonists of human EPAC2. hit rate 0.18% among 360,000. Q8WZA2. Potency, µM (series often up to 114 µM), for the others: top-dose activity, negative = inhibition, usual class: inhibitors. EPAC2 GEF exchange of Rap1B-BODIPY-GDP, fluorescence; note: potency is the fitted concentration of half-maximal effect; % is set by controls: 0 for no effect and ±100 for the full control effect; nearly all actives have a fitted effect of over 45% in size; many of its hits are not listed in these tables
The depositor's hits bear a star; ? = inconclusive; · = no result given; [ ] = remark or other dose. Unless noted, calls come from the whole dose curve; as a rule, active = well fitted curve in the direction sought with a large enough effect; inconclusive = small, poorly fitted or top-dose-only effect, or another doubt; inactive = no such curve, though single readings can be large; an effect the other way counts as inactive or inconclusive. The list is partial; rates above refer to the full screens.

SMILES | DRD3 agonist | Abeta yeast res | FUS suppressor | TDP43 rescue | aSyn rescue | EPAC2 ag | DRD3 antagonist | EPAC2 antag
COC(=O)c1ccc(N2C(=O)CC(N3CCN(C(=O)c4ccco4)CC3)C2=O)cc1 (stereo unspecified) | -2 | -5% | 18% | -3% | 19% | 6% | -25 | 3%
O=C(Nc1nncs1)C1CC(=O)N(C2CCCC2)C1 (stereo unspecified) | -3 | 3% | 22% | -5% | 0% | -2% | 11 | -7%
CCOC(=O)c1ccc(Nc2nc3ccccc3n3c(C)nnc23)cc1 | 4 | 11% | 3% | 19% | · | · | · | ·
CC(c1ccon1)N(C)Cc1c(C(=O)N(C)Cc2ccccc2)nc2ccccn12 (stereo unspecified) | -7 | -2% | 11% | 0% | 5% | -5% | 12 | 1%
OCC1(CCCc2ccccc2)CCN(Cc2cc(F)ccc2F)CC1 | -1 | 0% | -14% | 5% | 9% | 1% | 3 | -10%
Cc1ccc(NC(=O)NCc2ccccn2)c(C)c1 | 4 | 7% | 15% | -3% | 2% | 4% | 28 | 6%
CCOc1ccccc1C(=O)N[C@H](C(=O)NCc1ccccc1)C(C)C | -4 | -6% | -8% | -6% | 0% | -9% | -18 | 2%
O=C(C1CC1)N1N=C2CCCCC2C1(O)C(F)(F)F (stereo unspecified) | 2 | -4% | -33% | -4% | -13% | 2% | 4 | -11%
CN(CC(=O)Nc1ccccc1Br)C(=O)CCc1ccccc1 | 8 | 9% | -4% | 9% | 13% | -1% | 5 | -1%
O=C(O)c1ccc(S(=O)(=O)NC2CCCCCC2)cc1 | -3 | 0% | -9% | 17% | 1% | 4% | 5 | 1%
O=C(NCc1cccc(Cl)c1)c1ccc2c(c1)nc1n2CCOC1 | 7 | -4% | -4% | 22% | · | · | · | ·
CS(=O)c1ccccc1-c1nc(-c2cccc(Cl)c2)no1 (stereo unspecified) | 3 | -22% | 8% | 13µM* | 7% | 6% | 2 | 0%
CCOC(=O)c1c(NC(=O)/C=C/c2ccc(OCC)cc2)sc(C(C)=O)c1C | 0 | -14% | -7% | 12% | 3% | · | · | ·
Clc1ccc(-c2nc3cnccn3c2NC2CCCC2)cc1 | -1 | -8% | 34% | 13µM* | 0% | 20% | 24 | -10%
O=Cc1ccc(O)c(O)c1 | 1 | -21% | -32% | 0% | -8% | 2% | ? | -2%
O=C(CN1CCCCC1)NNc1nc(-c2ccccc2)c2cc(Cl)ccc2n1 | 15 | -26% | -26% | 4% | 3% | 6% | 3 | 11%
Cc1cc(C)cc(NC(=S)NCc2ccc(S(N)(=O)=O)cc2)c1 | -5 | -13% | 20% | 0% | -4% | 2% | -18 | 4%
CN(C)/N=C/c1ccc(OS(=O)(=O)c2ccccc2)cc1 | 1 | -13% | 12% | -7% | -2% | 11% | -11 | 6%
CCCNC(=O)C1(C)CCN(C(=O)c2ccc(F)c(Cl)c2)C1 (stereo unspecified) | 7 | 9% | 5% | 11% | -10% | 2% | 24 | -2%
CC(C)[C@H](NC(=O)c1ccccc1Cl)C(=O)NC1CCCCCC1 | -9 | -5% | 15% | 0% | 0% | -3% | 4 | 9%
Cc1ccc(S(=O)(=O)N2CCCCC2)cc1NC(=O)COC(=O)C1CC2C=CC1C2 (stereo unspecified) | 15 | 10% | 20% | 8% | -16% | 4% | 0 | -1%
CCC1(c2ccc(F)cc2)NC(=O)N(CC(=O)Nc2cccc(S(=O)(=O)N3CCOCC3)c2)C1=O (stereo unspecified) | 4 | 6% | 11% | -1% | -6% | 11% | 15 | 4%
Cc1ccc(CNC(=O)C2CCN(S(=O)(=O)c3ccc4c(c3)OCCCO4)CC2)cc1 | 7 | -3% | 30% | 22% | 10% | 2% | 6 | 3%
C=CCn1c(CNC(=O)c2ccco2)nnc1SCC(=O)Nc1cccc(F)c1 | -3 | -10% | 14% | 0% | -2% | 5% | -13 | 13%
CCn1cc(CN2CCC(n3nccc3NC(=O)C3CCCC3)CC2)cn1 | 1 | -2% | 7% | -20% | -13% | 1% | 15 | -1%

Some of the entries so far, as tab-separated lines.
mol	DRD3 agonist	Abeta yeast res	FUS suppressor	TDP43 rescue	aSyn rescue	EPAC2 ag	DRD3 antagonist	EPAC2 antag
CC(c1ccon1)N(C)Cc1c(C(=O)N(C)Cc2ccccc2)nc2ccccn12 (stereo unspecified)	-7	-2%	11%	0%	5%	-5%	12	1%
CCOc1ccccc1C(=O)N[C@H](C(=O)NCc1ccccc1)C(C)C	-4	-6%	-8%	-6%	0%	-9%	-18	2%
Cc1ccc(CNC(=O)C2CCN(S(=O)(=O)c3ccc4c(c3)OCCCO4)CC2)cc1	7	-3%	30%	22%	10%	2%	6	3%

(continued)
SMILES | DRD3 agonist | Abeta yeast res | FUS suppressor | TDP43 rescue | aSyn rescue | EPAC2 ag | DRD3 antagonist | EPAC2 antag
Cc1cc(/C=C(\C#N)C(=O)NCc2ccco2)c(C)n1-c1ccc(C(=O)O)cc1 | 13 | 20% | 8% | 0% | 7% | 8% | -1 | 3%
COc1cccc(C(=O)NC2CCCc3c2cnn3-c2cc(C)cc(C)c2)c1 (stereo unspecified) | 10 | 13% | 22% | ? | -15% | 19% | 15 | -2%
COc1ccc2[nH]c(C(=O)Nc3ncc(C)cc3Br)cc2c1 | 3 | -7% | 27% | 19% | -4% | -2% | 1 | -6%
COc1cnc(-c2cccc(C(F)(F)F)c2)c(NC(=O)c2cc3ccccc3s2)n1 | 2 | -18% | -8% | 15% | -2% | 9% | -18 | -12%
CC1(C)CC(NC(=O)C(=O)NCCc2ccccc2)CC(C)(C)N1 | 6 | -6% | 19% | 9% | 8% | 9% | 8 | 10%
CCN(CC)c1ccc(NC(=O)C2CCCC2)cc1 | 0 | 12% | 0% | 22% | 1% | 1% | -2 | 0%
CN1CCN(C(=O)c2cc(COc3ccc(F)cc3Cl)on2)CC1c1ccccc1 (stereo unspecified) | -17 | -39%[inhibitor] | 8% | -51%[inhibitor] | -32%[inhibitor] | -5% | -19 | -17%
CC(=O)c1ccc(N2CCN(CC(=O)N(C3CC3)C3CCS(=O)(=O)C3)CC2)c(F)c1 (stereo unspecified) | -5 | 2% | · | 1% | 1% | -1% | -11 | 10%
O=C(NCC1CCCO1)C1CCN(C2CCN(Cc3ccco3)CC2)CC1 (stereo unspecified) | -4 | -18% | 16% | -16%[0.397 µM] | -2% | 3% | -14 | 1%
CC(C)OC(=S)N/C(=N\S(=O)(=O)c1ccccc1)c1ccccc1 | 2 | 18% | 1% | 4% | 7% | 7% | -6 | 4%
O=C(COc1ccccc1F)Nc1nnc(S(=O)(=O)N2CCCCCC2)s1 | -15 | 4% | -21% | 20% | · | · | · | ·
Cc1cc(C)c(C)c(OCCCn2ccnc2)c1 | 3 | -5% | -23% | -1% | -4% | 7% | 23 | 10%
CCCCNC(=O)CN1CCN(c2ccc(NC(=O)c3ccc(OC)cc3)cc2C(=O)O)CC1 | 6 | -12% | 0% | 0%[9.22 µM] | · | · | · | ·
CC1(C(=O)NC2CCCC2)CCC(=O)N1Cc1ccccc1 (stereo unspecified) | -2 | 17% | 16% | -8% | -2% | 10% | -18 | 4%
COc1cnc(-c2ccccn2)nc1Oc1ccc(Cl)cc1 | -5 | ? | ? | 10% | -4% | 6% | -73* | -5%
Cc1ccc(NC(=O)Cn2c(=O)n(Cc3nc(C)no3)c(=O)c3cc4c(cc32)OCO4)c(Cl)c1 | 7 | -16% | -8% | 12% | · | · | · | ·
Cc1nc(SCC(=O)Nc2sccc2C(N)=O)c2c(C)c(C)sc2n1 | 1 | 10% | 3% | 11% | 0% | 13% | 8 | 2%
CC(=O)C[C@@H](O)CC(=O)[C@H]1OC(=O)CCCCCCCCc2ccccc21 | -14 | -2% | 26% | -20% | 5% | 11% | 0 | 11%
CCC1CCCCN1C(=O)CSc1nc2c(cnn2-c2ccc(C)cc2)c(=O)[nH]1 (stereo unspecified) | 2 | 2% | -9% | 0% | 3% | -5% | 17 | 6%
Cc1cccc(C(=O)Oc2ccc(/C=N/NC(=O)c3ccccc3O)cc2)c1 | -1 | -14% | · | -6% | 0% | 18% | 3 | -17%
Brc1cccc(-c2nnn3c2nc(NCc2ccc4c(c2)OCO4)c2ccccc23)c1 | 1 | -9% | -7% | 3% | · | · | · | ·
O=C(CN(c1ccccc1)S(=O)(=O)c1ccccc1[N+](=O)[O-])Nc1cccnc1 | -2 | 9% | 21% | -7% | 0% | -2% | -1 | -6%
COc1cc(-c2nnc(CSc3nnc(Nc4ccc(Oc5ccccc5)cc4)s3)o2)cc(OC)c1OC | -1 | 9% | 42% | 14% | 0% | 16% | -13 | -2%
CCS(=O)(=O)c1ncc(Cl)c(C(=O)Nc2ccccc2)n1 | -23 | -52%[inhibitor] | -7% | 11µM* | · | · | · | ·
COCCN(Cc1cccs1)S(=O)(=O)c1cc(-c2cc(C)no2)ccc1C | -6 | -21% | 41% | 35µM* | · | · | · | ·
More results.
SMILES | DRD3 agonist | Abeta yeast res | FUS suppressor | TDP43 rescue | aSyn rescue | EPAC2 ag | DRD3 antagonist | EPAC2 antag
C=CCOC(=O)C1=C[C@H](c2coc3ccccc3c2=O)C[C@H](OCc2ccc(CO)cc2)O1 | 6 | 11% | 17% | ? | 13% | 7% | 43 | 7%
Cc1cc(C)cc(OCC(=O)N2CCN(c3ncccn3)CC2)c1 | -7 | -4% | 39% | 0% | 8% | 8% | -26 | -6%
COc1ccc(NC(=O)N(Cc2ccco2)C2CCN(C(C)=O)CC2)c(OC)c1 | 1 | -23% | 2% | 1% | · | · | · | ·
O=C(COC(=O)/C=C/c1cccc(C(F)(F)F)c1)NCc1ccccc1 | 4 | 0% | -12% | 4% | -8% | 7% | 7 | 12%
COc1ccc(NC(=O)c2cc3c(s2)-c2c(C)cccc2OC3)cc1Cl | 1 | -17% | -8% | 12% | · | · | · | ·
CCc1ccccc1NC(=O)C1c2ccccc2Oc2ccccc21 | -2 | -13% | -18% | -9% | -5% | 15% | -1 | 2%[57.1 µM]
CC(C)N1CCC1(C)C(=O)Nc1nc2ccccc2[nH]1 (stereo unspecified) | -3 | -1% | 5% | 22% | -1% | 11% | 6 | 4%
O=[N+]([O-])c1cccc(S(=O)(=O)c2cccc([N+](=O)[O-])c2)c1 | 0 | 11% | -12% | 25%[9.22 µM] | -6% | 10% | -5 | 7%
O=C(COCc1cc(-c2ccco2)on1)NC1CCCCC1 | -5 | 8% | -21% | 9% | 9% | -5% | 20 | 12%
COc1ccccc1OCCCn1cc(C#N)c2ccccc21 | 0 | 11% | 13% | 35µM* | 1% | ? | 8 | -4%
CCSc1nc(-c2ccc(OC)cc2)nc2c1Cc1c(CO)cnc(C)c1O2 | 3 | -21% | -10% | 4% | · | · | · | ·
